RAD52 anneal inh: blocks human RAD52 DNA annealing; recombinant RAD52 DNA annealing, FRET fluorescence; inhibition, % at 18.7 µM; 360,000 compounds, 0.46% hits; AID 651710;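 active = every replicate showing at least 50% inhibition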
Target sequence (P43351 whole entry, looked up): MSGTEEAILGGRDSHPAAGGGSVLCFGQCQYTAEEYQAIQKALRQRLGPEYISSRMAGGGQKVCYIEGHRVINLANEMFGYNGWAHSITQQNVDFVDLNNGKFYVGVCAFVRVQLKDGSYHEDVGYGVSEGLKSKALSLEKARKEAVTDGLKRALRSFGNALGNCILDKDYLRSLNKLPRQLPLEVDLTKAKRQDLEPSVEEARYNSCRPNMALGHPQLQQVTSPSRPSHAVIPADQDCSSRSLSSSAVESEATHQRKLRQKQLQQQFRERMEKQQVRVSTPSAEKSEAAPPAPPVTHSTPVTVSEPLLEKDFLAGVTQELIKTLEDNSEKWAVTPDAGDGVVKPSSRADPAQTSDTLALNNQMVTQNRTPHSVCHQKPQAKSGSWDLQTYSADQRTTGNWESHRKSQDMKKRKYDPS
ERAP1 HTS inh: inhibitors of human ERAP1 aminopeptidase; Q9NZ08; recombinant ERAP1, Leu-AMC fluorescence, 60 min; inhibition, % at 10.7 µM; 340,000 compounds, 0.15% hits; AID 652197;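 active = mean replicate inhibition of at least 30%, or all replicates individually reaching that 30% level; inactive = mean below 30% and not every replicate reaching it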;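 also: 0% = neutral control wells and 100% = L-leucinethiol positive control wells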
* = called active by the depositor; i = inactive. Not all compounds are listed. The share of hits here may be higher or lower than overall.

smiles,RAD52 anneal inh,ERAP1 HTS inh
CC1(C)CC(c2nc(-c3ccccc3)cs2)CCS1 (stereo not drawn),3,16
CCc1cccc(CC)c1NC(=O)COc1ccccc1C(=O)c1cc(C#N)c(=O)n(C2CCCCC2)c1,-13,-3
COc1ccc(CNCc2cn(-c3cccc(F)c3)nc2-c2ccc(C)o2)cc1,-75,0
C#CCNC(=O)C[C@@H]1C[C@@]2(C(=O)OCC)CCCC=C2N(Cc2ccc3c(c2)OCO3)C1=O,-20,0
O=S(=O)(Nc1ccccn1)c1cnc(Cl)c(Br)c1,-1,26
Cn1cnnc1SCC(=O)Nc1nc(-c2ccc(F)cc2)cs1,-2,1
CC(=O)OCCNc1nc(-c2ccccc2)nc2ccccc12,-15,2
N#CC1=C(N2CCOCC2)/C(=C\c2ccccc2)CC1,-5,1
CCOC(=O)CSc1nc(C)[nH]c1[N+](=O)[O-],0,12
O=C(/C=C/c1ccccc1[N+](=O)[O-])Nc1ccccc1,-13,-4
CC(C)n1nc(C(=O)Nc2nnc(C3CC3)s2)c2ccccc2c1=O,-8,0
CCOc1ccc(/C=N/NC(=O)c2ccc(CSc3nc4ccccc4[nH]3)cc2)cc1,-10,-1
c1coc(-c2ccnc3nc(-n4cccc4)nn23)c1,-12,1
CCOc1ccc(S(=O)(=O)N2CCc3cc(OC)c(OC)cc3C2)cc1,-12,-4
COc1ccc2cc3cc(C(=O)NCc4cccnc4)oc3nc2c1,-6,11
CN(C)CCCNC(=O)C(=O)Nc1cc2c3c(c1)CCC(=O)N3CCC2,-13,4
CCOc1ccc(-n2c(-c3ccc(OC)cc3)c[n+]3c2CCCCC3)cc1,-5,6
CC1CCN(C(=O)C(C)c2ccc([N+](=O)[O-])cc2)CC1 (stereo not drawn),-12,5
Cc1ccc(S(=O)(=O)N2CCN(Cc3nc4sc5c(c4c(=O)[nH]3)CCCC5)CC2)cc1,-53,0
O=C(O)CNC(=S)N(Cc1ccc(F)cc1)C1CCCCC1,-14,1
CCOC(=O)[C@]12CCCC=C1N(Cc1ccc3c(c1)OCO3)C(=O)[C@H](CC(=O)N1CCSCC1)C2,-2,0
CCCC(CCC)c1nc2ccncc2[nH]1,-15,-1
COc1ccccc1C(=O)Nc1c(-c2ccccc2)nc2ccccn12,-11,4
Cc1ccc(NC(=O)CC2S/C(=N/N=C/c3ccco3)NC2=O)cc1Cl (stereo not drawn),-7,7
C/C(=N\NC(N)=O)c1cccc(Cl)c1,0,-1
COc1ccc2cc(CN(CC3CCCO3)C(=O)Nc3ccccc3)c(=O)[nH]c2c1 (stereo not drawn),-5,1
COc1ccc(C(=O)c2nccc3ccccc23)cc1,-8,4
Cc1ccc(-c2csc(NC(=O)CN3C(=O)CCC3=O)n2)cc1,-10,0
O=C(NCc1cccs1)C1CC(c2ccc(Cl)cc2)=NO1 (stereo not drawn),-3,0
O=C(COC(=O)c1ccc2[nH]c3c(c2c1)CCCC3)Nc1ccccc1,-13,1

Single records (already shown). Order of screens: RAD52 anneal inh, ERAP1 HTS inh
CCOC(=O)[C@]12CCCC=C1N(Cc1ccc3c(c1)OCO3)C(=O)[C@H](CC(=O)N1CCSCC1)C2 is entered as -2, 0
N#CC1=C(N2CCOCC2)/C(=C\c2ccccc2)CC1 is entered as -5, 1

Later entries
smiles,RAD52 anneal inh,ERAP1 HTS inh
Cc1cc(C)n(CCN(C)Cc2cn[nH]c2-c2ccc(F)cc2F)n1,-3,8
O=C(c1cc(COc2ccc(F)cc2F)on1)N1CCSCC1,-9,5
CN(CCC#N)C(=S)Nc1ccc(S(=O)(=O)N2CCOCC2)cc1,-14,-1
COc1ccccc1C(=O)C1CCCN(Cc2cn[nH]c2C2CCCCC2)C1 (stereo not drawn),-12,-1
COc1cc(C(C)=O)ccc1OCC(=O)NCC1(N2CCCCC2)CCCCC1,-10,0
CC(=O)Nc1ccc(S(=O)(=O)Oc2ccccc2N2CCCCC2)cc1,-482,2
O=C(O)c1ccccc1-c1nc(-c2ccccc2)c(-c2ccccc2)[nH]1,-11,-3
Cc1ccc(NC(=O)ON=C2CCCC2)cc1,-3,2
O=c1[nH]c(SCc2cccc(Cl)c2)nc2[nH]ncc12,-18,1
CC(C)OCCCNc1ncc2c(n1)CC(c1ccccc1)CC2=O (stereo not drawn),-18,-1
COc1ccc(CC(=O)NCc2nnc(SCc3ccc(C)cc3)n2C)cc1,-8,-5
COc1ccc2cc3c(N)nn(C(=O)c4ccccc4[N+](=O)[O-])c3nc2c1,-6,2
Cc1c(C(=O)OCC(=O)Nc2ccccc2OC(F)F)cccc1[N+](=O)[O-],-18,1
CCCNC(=O)N1CC2(CCN(C(=O)C3CCCC3)CC2)c2c([nH]c3cc(OC)ccc23)[C@@H]1CO,0,-3
O=C(COc1ccc(Br)cc1)Nc1ccc(Cc2ccncc2)cc1,-21,0
COCCn1c(Cc2cccn2C)nnc1SCC(=O)Nc1nccs1,-28,1
O=C(Cc1ccccc1)NCc1ccc(-n2cccc2)cc1,-7,0
CCOC(=O)N1CCN(Cc2ccc(O)c3ncccc23)CC1,-15,-2
Cc1ccc(-n2c(C)cc(/C=N/NC(=O)Cn3c4ccccc4c(=O)c4ccccc43)c2C)cc1,-6,-3
CCOc1cc(C(=O)Nc2ccc(C)cc2O)ccc1OCC(=O)N1CCOCC1,-22,-1
O=C(c1ccco1)N1CCN(C(=O)c2ccc(-c3cccc(C(F)(F)F)c3)o2)CC1,-14,-5
Cc1cc(C)cc(NC(=O)CSc2ncc(S(=O)(=O)c3ccccc3)c(=O)[nH]2)c1,-18,-5
Cc1cc(-c2n[nH]c(=S)n2-c2ccccc2)nn1C,-18,5
COC(=O)c1c(NC(=O)CN2C(=O)NC3(CCC(C(C)(C)C)CC3)C2=O)sc2c1CCCCC2 (stereo not drawn),-15,1
CCNc1nc(NC(C)(C)C)nc(N2CCCCC2)n1,-51,0
Cc1ccccc1C(=O)O/N=C(\N)c1ccncc1,-7,-1
CC(C)N(C(=O)COC(=O)[C@H](C)NC(N)=O)c1ccccc1,4,-4
O=C(/C=C/c1ccc(N2CCC(c3ccccc3)=N2)cc1)c1ccccc1,i,8
CCCCCN(C(=O)CCC(=O)OCC(=O)N(C)C1CCCCC1)c1c(N)n(CCCC)c(=O)[nH]c1=O,-12,-3
CN(Cc1cnn(C)c1)C(=O)c1ccc(OC2CCN(CCc3ccccc3)CC2)cc1,0,14
CCOC(=O)C1=NN(C(=O)COc2ccccc2)C(O)(c2ccc(Cl)cc2)C1 (stereo not drawn),-11,-1
Cc1ccc(NC(=S)NC(C)CCc2ccccc2)cc1C (stereo not drawn),-5,-1
O=S(=O)(NC[C@H]1CC[C@@H]2NC[C@@H]2O1)c1ccccc1F,-5,2
CC(C)c1ccc(CNC(=O)CCc2ccccc2)cc1,-5,-3
CCC(=O)Nc1ccc(S(=O)(=O)Nc2ccc(Cl)nn2)cc1,2,7
CCOC(=O)Cn1c(=O)oc2cc(S(=O)(=O)N3CCN(C(=O)c4ccco4)CC3)ccc21,-13,-1
CN1CCN(/N=C/c2cccc(Cl)c2Cl)CC1,-9,5
Cc1cccc(NC(=O)CCC(=O)OCC(=O)c2ccc(Oc3ccc([N+](=O)[O-])cc3)cc2)c1,-31,-2
NS(=O)(=O)c1ccc(NC(=O)C2Cc3ccccc3C(=O)O2)cc1 (stereo not drawn),2,9
S=C(NCCc1ccccn1)Nc1ccccc1,-8,0
CC(C)n1c(SCC(=O)Nc2ccccc2)nc2c1c(=O)[nH]c(=O)n2C,1,0
C=C1CC(COc2cc(=O)oc3ccccc23)(c2ccccc2)OC1=O (stereo not drawn),-6,2
Cc1ccc(S(=O)(=O)CC(O)COc2ccccc2C#N)cc1 (stereo not drawn),-21,-1
Cc1onc(-c2ccccc2)c1C(=O)NC(=S)Nc1sc2c(c1C#N)CCCC2,-21,2
CC(c1nnc(SCC(=O)Nc2cccnc2Cl)n1Cc1ccccc1)N(C)C (stereo not drawn),-5,-3
Cc1ccc(NC(=O)Nc2nnc(-c3ccccc3)o2)cc1,-1,-1
NC(=S)c1cc2cc(Br)ccc2oc1=O,-9,-4
COc1cc(NC(=O)Cc2ccccc2)c(C(=O)O)cc1OC,-10,-1
Fc1cc(F)c2nc(Nc3nc4c(F)cccc4s3)sc2c1,-17,-2
Cc1c(NC(=S)NCc2ccc(F)cc2)cccc1[N+](=O)[O-],-4,-2
Cc1ccc2sc(C)[n+](CCCS(=O)(=O)[O-])c2c1,-10,1
COc1ccc(CC2(CO)COc3ccccc3C2=O)cc1 (stereo not drawn),-7,0
CCOC(=O)c1c(NC(=S)Nc2ccccc2)sc2c1CC(C)(C)SC2,-32,2
CCOC(=O)Cc1csc(NC(=S)NC(=O)c2ccccc2)n1,5,-1
COc1cc(-c2nc(=S)[nH][nH]2)cc(OC)c1OC,-1,11
Cc1cc(N2CCOCC2)nc(N)n1,-1,-1
Cc1cc([N+](=O)[O-])cc2c1NCC1CC=CC21 (stereo not drawn),-4,0
Cc1nc(SCC(=O)NC(=O)NC2CCCCC2)nc(C)c1C,-25,1
CC(=O)NC(c1ccc(Cl)cc1)c1c(O)ccc2ccc(O)cc12 (stereo not drawn),-10,-6
COc1ccc(/C(C)=N/NC(=O)c2ccc(CSc3nncn3C)cc2)cc1,-24,-5

Arranged by the number under RAD52 anneal inh (ascending): some entries from above
smiles,RAD52 anneal inh,ERAP1 HTS inh
Cc1cccc(NC(=O)CCC(=O)OCC(=O)c2ccc(Oc3ccc([N+](=O)[O-])cc3)cc2)c1,-31,-2
NS(=O)(=O)c1ccc(NC(=O)C2Cc3ccccc3C(=O)O2)cc1 (stereo not drawn),2,9
CCOC(=O)Cc1csc(NC(=S)NC(=O)c2ccccc2)n1,5,-1

The results go on.
smiles,RAD52 anneal inh,ERAP1 HTS inh
COc1ccc(C)cc1-n1cnnn1,-14,0
Cc1cc(CN2CCCC(CO)(Cc3cccc(Cl)c3)C2)n[nH]1 (stereo not drawn),-32,-1
S=C(NC1CCCC1)N1CCN(C/C=C/c2ccccc2)CC1,-12,11
COCCCN(C(=S)Nc1cccc(Cl)c1)C(C)c1ccncc1 (stereo not drawn),-7,-1
O=C(CSc1c2c(nc3cc(Cl)ccc13)CCCC2)NCCN1CCOCC1,-12,-4
CCc1c(C(=O)Nc2ccccc2)c(C)[nH]c(=S)c1C#N,-23,4
c1ccc2c(Nc3ccc4c(c3)OCCO4)c3c(nc2c1)CCCC3,21,0
CCC(=O)NC(NC(=S)Nc1c(C)n(C)n(-c2ccccc2)c1=O)C(Cl)(Cl)Cl (stereo not drawn),-14,-2
Fc1ccc2nc(Nc3nc4c(F)cc(F)cc4s3)sc2c1,-7,-2
COc1ccc(N2CC(C(=O)Nc3ccc(S(=O)(=O)Nc4nccs4)cc3)CC2=O)cc1 (stereo not drawn),-18,-10
Cc1cccc(N(CC(=O)NCCSCc2ccccc2)S(C)(=O)=O)c1C,-14,0
CCOc1cc(N2CCOCC2)c(OCC)cc1NC(=O)C1=NN(c2cccc(C)c2)C(=O)CC1,-1,-1
COc1ccccc1C(=O)NNC(=O)c1cccc(Cl)c1,-6,3
COCCn1c(=NC(=O)CSCC(=O)Nc2cc(C)on2)sc2cc(C(=O)OC)ccc21,-22,0
O=C(NCC1CCN(S(=O)(=O)c2ccccc2)CC1)Nc1ccccc1,-20,-4
O=C(Nc1ccc(Cl)cc1)[C@@H]1[C@@H]2C(=O)N(c3cccc(F)c3)C(=O)[C@@H]2[C@H]2C=CC=NN21,-9,1
CCC(C)[C@H](NC(=O)N1CCCC1)C(=O)O (stereo partly drawn),-9,2
COc1cccc(C(=O)NN2CCOCC2)c1,0,3
Cc1ccccc1CN1[C@@H](C)[C@H](c2ccccc2)Oc2cccc(N3CCCC(C)C3)c2S1(=O)=O (stereo partly drawn),-12,-1
COc1ccc(C2N(Cc3ccccc3)CCN2Cc2ccccc2)cc1[N+](=O)[O-],-37,1
O=[N+]([O-])c1ccc(Nc2nc(NC3CCCCC3)nc(N3CCCC3)n2)cc1,-4,0
CCCOc1ccc(-c2nn(-c3ccccc3)cc2/C=C2\SC(N)=NC2=O)cc1,-50,-1
CCn1c(C)nc2cc(C(=O)N/N=C(\C)c3ccc(N4CCOCC4)cc3)ccc21,-6,7
CCN(CC)C(=S)SCC(=O)Nc1nc(=O)c2ccccc2s1,-9,8
O=C1c2cc(S(=O)(=O)N(CCO)CCO)ccc2-c2ccc(S(=O)(=O)N(CCO)CCO)cc21,-16,1
Cc1ccc(NC(=O)c2oc3ccccc3c2C)c([N+](=O)[O-])c1,-27,1
Cc1ccccc1-n1ncc(C(C)NC(=O)c2ccco2)c1C (stereo not drawn),-20,0
COC(=O)CCC(=O)Nc1sc(Cc2ccccc2)c(C)c1C(N)=O,-3,-3
CCN(CC)c1ccc(NC(=O)c2ccc3c(c2)c(C)c(C)n3C)cc1,-34,-1
O=C(c1cc(C(=O)c2ccco2)cc(C(=O)c2ccco2)c1)c1ccco1,-11,6
O=[N+]([O-])c1ccccc1NC(=S)N/N=C/c1ccc(O)c(O)c1,-3,1
CCOC(=O)C1=C(C)N=c2s/c(=C\c3ccc(OC(C)=O)cc3)c(=O)n2C1/C=C/c1ccccc1 (stereo not drawn),-18,3
NC(=O)c1ccc(NC(=O)C2CC2)cc1,-10,-2
CC(OC(=O)COc1ccc(Nc2ccccc2)cc1)C(=O)N(C)c1ccccc1 (stereo not drawn),-4,2

Screening data: PubChem, Broad Institute
